CHRM5 PAM: CHRM5 positive allosteric modulation; P08912; CHO-K1 hM5, Fluo-8 calcium, ACh EC20 PAM; 0% = ACh EC20, 100% = ACh EC100; activation, % at 3 µM; hit rate 0.3% among 360,000; AID 624038;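 active = activation above the run cutoff, the mean activation of all test compounds plus 3 SD, cut at about 18% in these data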
Target sequence (P08912 whole entry, looked up): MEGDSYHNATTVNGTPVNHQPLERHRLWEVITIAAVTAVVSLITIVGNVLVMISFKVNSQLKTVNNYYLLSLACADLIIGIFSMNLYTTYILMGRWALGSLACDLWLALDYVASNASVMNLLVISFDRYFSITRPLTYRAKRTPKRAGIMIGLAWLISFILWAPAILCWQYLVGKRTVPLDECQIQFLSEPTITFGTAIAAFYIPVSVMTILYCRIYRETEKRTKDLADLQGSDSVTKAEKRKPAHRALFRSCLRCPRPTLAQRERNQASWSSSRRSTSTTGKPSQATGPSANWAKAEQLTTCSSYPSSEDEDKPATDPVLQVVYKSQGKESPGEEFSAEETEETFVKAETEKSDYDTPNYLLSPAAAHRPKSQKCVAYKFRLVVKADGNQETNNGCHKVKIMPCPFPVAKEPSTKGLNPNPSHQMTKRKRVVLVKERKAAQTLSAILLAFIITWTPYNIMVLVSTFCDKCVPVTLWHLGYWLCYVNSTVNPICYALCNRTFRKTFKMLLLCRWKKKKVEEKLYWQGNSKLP
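Assay system: CHO-K1 hM5 cells / Incubation: Fluo-8 loading 80 min at 37 °C plus 30 min room temperature / Technique: Fluo-8 calcium dye fluorescence, kinetic read / Repeats: single replicate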
CRFR2-BP antag: blocks CRF-induced signaling of the CRF-BP/CRF-R2 complex | inhibition, % at 11.8 µM | HEK293 CRF-R2/CRF-BP, CRF-induced calcium fluorescence | AID 588475 | hit rate 0.59% among 350,000;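 active = inhibition of the ligand-induced calcium signal above about 50% at the single tested concentration, limit read from the data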
M1 PAM: positive allosteric modulators of human M1 muscarinic receptor; hit rate 0.088% among 360,000; CHO-K1 hM1, Fluo-8 calcium fluorescence, ACh EC20; 0% = ACh EC20, 100% = maximal ACh; P11229; activation, % at 3 µM; AID 588819; in the data active = activation above about 19%, passing the limit was not always enough
M4 PAM: positive allosteric modulators of human muscarinic M4 receptor. CHO-K1 hM4/Gqi5, Fluo-8 calcium fluorescence, ACh EC20; 0% = ACh EC20, 100% = maximal ACh. activation, % at 3 µM. hit rate 0.4% among 360,000;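 active = activation above its plate's cutoff, the mean activation of sample wells plus 3 SD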; also: some results filed as inactive read as strong as hits
Target sequence (P08173 whole entry, looked up): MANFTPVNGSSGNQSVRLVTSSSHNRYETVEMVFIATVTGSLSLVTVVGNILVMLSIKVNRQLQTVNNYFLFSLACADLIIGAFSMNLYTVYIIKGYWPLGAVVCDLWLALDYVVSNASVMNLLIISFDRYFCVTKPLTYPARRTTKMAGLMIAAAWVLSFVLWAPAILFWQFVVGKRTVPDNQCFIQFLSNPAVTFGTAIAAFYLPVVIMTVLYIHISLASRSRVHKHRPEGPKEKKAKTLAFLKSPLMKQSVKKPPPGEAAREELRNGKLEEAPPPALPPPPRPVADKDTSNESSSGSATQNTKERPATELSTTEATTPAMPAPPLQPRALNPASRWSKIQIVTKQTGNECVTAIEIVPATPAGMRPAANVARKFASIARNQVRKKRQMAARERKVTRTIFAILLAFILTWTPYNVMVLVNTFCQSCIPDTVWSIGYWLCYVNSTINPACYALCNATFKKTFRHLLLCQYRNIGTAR
M5 antag: blocks acetylcholine activation of human M5 receptor; hit rate 0.59% among 360,000; P08912; CHO-hM5 cells, Fluo-8 calcium fluorescence, ACh EC80; inhibition, % at 3 µM;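 active = inhibition above a per-plate cutoff, the mean of that plate's test compounds plus 3 SD, cut at about 27% in these data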;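 also: 0% = acetylcholine EC80 with DMSO and 100% = DMSO without agonist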
M4 ag: CHRM4 agonism in calcium assay. AID 624127. hit rate 0.14% among 360,000. P08173. CHO-K1 hM4/Gqi5, Fluo-8 calcium fluorescence; vehicle 0%, full acetylcholine response 100%. activation, % at 3 µM;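 active = activation above the run mean over all test wells plus 3 SD, cut at about 32% in these data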;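 also: peak over basal fluorescence ratio per well then scaled between controls; 0% = DMSO wells and 100% = acetylcholine at EC100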
CRFBP-R2 agonist: agonists of human CRF-binding protein/CRF-R2 receptor complex. HEK293 CRF-R2/CRF-BP, calcium dye fluorescence (FLIPR); percent of saturating CRF peptide response. activation, % at 13.2 µM. hit rate 0.46% among 350,000;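 active = activation of at least 50%, plus an integration ratio under a set limit after plate pattern correction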;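 also: plate controls were neutral control wells without compound for no effect and CRF at EC100 for full effect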
M4 antag: CHRM4 antagonism in calcium assay; P08173; CHO-hM4 cells, ACh EC80, Fluo-8 calcium fluorescence; inhibition, % at 3 µM; hit rate 0.73% among 360,000; AID 624125;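 active = inhibition above its plate's cutoff, the mean inhibition of sample wells plus 3 SD, cut at about 27% in these data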;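 also: 0% = acetylcholine EC80 with DMSO and 100% = DMSO without agonist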
M5 ag: CHRM5 agonism in calcium assay; AID 624037; CHO-K1 hM5 cells, Fluo-8 calcium fluorescence; 0% DMSO wells, 100% maximal acetylcholine response; activation, % at 3 µM; hit rate 0.19% among 360,000;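 active = activation above the run's mean over test compounds plus 3 SD, cut at about 23% in these data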;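 also: signal is peak over basal fluorescence ratio across the kinetic read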
Numbers without * were called inactive; . = no result given.

The first 2 entries as a preview:
SMILES	CHRM5 PAM	CRFR2-BP antag	M1 PAM	M4 PAM	M5 antag	M4 ag	CRFBP-R2 agonist	M4 antag	M5 ag
COc1cccc(C(O)c2nc(-c3cccc(C#N)c3)cs2)c1 (stereo not drawn)	0.1	.	-1.8	-5.5	7.5	3.0	.	11.3	1.0
Cc1ccc(C(=O)N(CC(=O)NC2CCCCC2)c2ccccc2C)s1	-0.6	-19.1	-3.0	0.9	-2.2	-0.5	-1.8	-8.5	-1.6

All compounds of this part, repeating the preview:
SMILES	CHRM5 PAM	CRFR2-BP antag	M1 PAM	M4 PAM	M5 antag	M4 ag	CRFBP-R2 agonist	M4 antag	M5 ag
COc1cccc(C(O)c2nc(-c3cccc(C#N)c3)cs2)c1 (stereo not drawn)	0.1	.	-1.8	-5.5	7.5	3.0	.	11.3	1.0
Cc1ccc(C(=O)N(CC(=O)NC2CCCCC2)c2ccccc2C)s1	-0.6	-19.1	-3.0	0.9	-2.2	-0.5	-1.8	-8.5	-1.6
CCCCCN(C(=O)CCC(=O)OCCOc1cccc(Cl)c1)c1c(N)n(CCCC)c(=O)[nH]c1=O	6.7	13.3	9.6	4.2	-1.1	0.3	0.3	3.4	-1.4
CSc1ccc(C2=CC(=O)C[C@H](c3ccc4c(c3)OCO4)C2)cc1	-2.4	1.4	4.2	6.2	7.7	0.0	3.4	3.8	1.8
O=C(Nc1ccc2c(c1)OCO2)c1c(F)cccc1F	-10.6	21.8	1.7	12.3	13.5	0.9	1.1	2.0	-6.8
O=C(CN1C(=O)NC(c2ccccc2)(c2ccccc2)C1=O)N1CCN(c2ccccc2F)CC1	-8.5	-0.1	-13.2	-0.4	9.6	6.5	-0.9	-5.7	-3.8
CC1(C)CN(c2cccc(C#N)c2)C1=O	-3.2	-11.3	-5.5	-2.5	-3.4	-0.1	1.0	8.0	0.6
CSc1ccc(CN2CCCC(N3CCN(c4ccccc4)CC3)C2)cc1 (stereo not drawn)	14.5	-8.8	1.3	-8.4	-10.3	0.6	-0.1	9.0	-13.9
CC1CCCCN1S(=O)(=O)c1ccc(S(=O)(=O)N(Cc2ccccc2)Cc2ccco2)cc1 (stereo not drawn)	-6.4	-5.0	-11.8	-22.6	19.3	1.0	-0.7	6.1	-2.0
Cc1ccc(S(=O)(=O)CCC(=O)OCc2ccccc2F)cc1	-4.4	17.5	6.5	-12.6	9.1	1.0	-4.2	14.1	-6.2
Cc1ccc(NC(=O)N(C2CCCCC2)C(C)c2cccnc2)cc1C (stereo not drawn)	-5.0	14.2	-2.3	1.2	-0.1	1.3	-0.4	-7.1	0.5
O=C(CS)Nc1ccc2ccccc2c1	2.8	-6.8	11.3	-2.3	-12.4	-0.4	0.3	-24.5	-1.4
O=[N+]([O-])c1ccccc1CNCCO	-1.4	-3.4	4.9	-0.2	7.7	0.2	0.5	-11.2	1.5
COC(=O)N1N=C(c2ccccc2)CC1(O)C(F)(F)F (stereo not drawn)	11.5	-0.6	1.0	-0.5	-16.2	2.8	0.1	-12.7	0.7
COC(=O)[C@@]12CCCCN1[C@H](c1ccc(-c3ccc(Cl)c(Cl)c3)c(OC)c1)[C@H]1C(=O)N(C)C(=O)[C@H]12	6.0	-4.4	7.5	4.9	7.0	1.6	1.9	1.6	-0.5

The list goes on (three carried over from the part before).
SMILES	CHRM5 PAM	CRFR2-BP antag	M1 PAM	M4 PAM	M5 antag	M4 ag	CRFBP-R2 agonist	M4 antag	M5 ag
O=[N+]([O-])c1ccccc1CNCCO	-1.4	-3.4	4.9	-0.2	7.7	0.2	0.5	-11.2	1.5
COC(=O)N1N=C(c2ccccc2)CC1(O)C(F)(F)F (stereo not drawn)	11.5	-0.6	1.0	-0.5	-16.2	2.8	0.1	-12.7	0.7
COC(=O)[C@@]12CCCCN1[C@H](c1ccc(-c3ccc(Cl)c(Cl)c3)c(OC)c1)[C@H]1C(=O)N(C)C(=O)[C@H]12	6.0	-4.4	7.5	4.9	7.0	1.6	1.9	1.6	-0.5
CC1(C)Cc2c(cnn2-c2ccc(F)cc2)C(NC(=O)C2=NNC(=O)CC2)C1 (stereo not drawn)	3.1	10.7	8.7	3.0	1.3	0.8	-1.6	0.1	-0.1
Cn1c(Cc2cccs2)n[nH]c1=S	5.3	8.3	8.2	7.2	-2.2	-0.2	-1.9	1.2	-9.1
COc1ccccc1C(=O)NC(=O)COC(=O)c1oc2ccccc2c1C	-0.5	-1.4	8.1	0.1	5.1	0.7	0.6	-3.8	1.7
CN1CCc2c(sc3c2C(=O)NC(c2ccccc2)N3)C1 (stereo not drawn)	-0.6	-15.4	12.7	18.0	-1.1	1.9	27.1	2.2	-1.2
O=C(/C=C/c1ccco1)Nc1sc2c(c1C(=O)O)CCC2	5.5	28.5	11.4	12.1	0.4	-1.8	-8.3	6.8	1.8
CCCOc1ccccc1C1NC(=O)NC(C)=C1C(=O)OCc1ccccc1 (stereo not drawn)	2.1	-97.3	-8.8	-2.1	-1.0	7.6	-0.2	-1.6	-1.6
COc1cc(/C=C2/NC(=O)NC2=O)ccc1OCC(=O)Nc1ccc(F)cc1	-7.8	-7.8	-7.7	-2.9	17.0	4.9	3.0	-1.2	-4.7
O=C(NCCS(=O)(=O)N1CCN(c2ccccc2F)CC1)c1cccc(Br)c1	-3.5	7.3	0.7	-11.8	7.2	10.4	-0.7	1.8	-2.9
CC(=O)c1c(C)oc2ccc(NS(=O)(=O)c3cccs3)cc12	-5.2	-19.1	8.4	3.5	-1.9	3.2	-0.4	-3.5	-0.2
O=C(NC1=NCCS1)C1CC2CCC1C2 (stereo not drawn)	3.8	4.5	-7.4	-2.0	-8.8	6.0	-0.6	-10.8	-5.2
COc1ccc(C)cc1NC(=O)CN1c2cccc3cccc(c23)S1(=O)=O	-10.8	5.2	14.6	17.3	12.7	2.8	0.3	-5.1	-5.3
C=CCn1c(SCC(=O)/C(C#N)=C(\C)N)nnc1C1CCCCC1	1.0	4.2	11.8	4.4	8.5	0.7	0.5	4.8	2.4
Cc1oc(-c2ccc(Cl)cc2)nc1CN1CCCC(C(=O)N2CCOCC2)C1 (stereo not drawn)	-1.6	0.1	-0.1	1.4	0.4	0.8	3.9	-7.0	-4.9
COc1ccc(NS(=O)(=O)c2c(C(=O)N3CCCCCC3)c(C)n(C)c2C)cc1	0.5	-1.5	18.6	-2.0	2.5	4.6	0.2	-7.9	-5.0
O=C(Nc1cccc(NC(=O)c2ccc(-c3cccc(Br)c3)o2)c1)c1ccco1	-10.2	-4.7	-8.8	-16.5	18.9	11.7	-0.9	33.5*	2.0
CC(=O)Nc1ccc2c(c1)ncn2C1CCCCC1	10.9	-20.6	4.5	1.9	-8.9	0.7	-0.9	4.1	-2.4
COc1ccc(OC)c(S(=O)(=O)NC2CCCCNC2=O)c1 (stereo not drawn)	1.6	17.6	5.0	-0.1	1.1	0.9	3.4	-7.6	-4.7
COc1cccc(C(=O)C2CCCN(Cc3cccc(OCCO)c3)C2)c1 (stereo not drawn)	-9.4	0.2	-4.3	-11.4	7.4	0.9	0.1	15.9	-1.3
Cc1nc2nc(COc3ccccc3)[nH]n2c(=O)c1Cl	12.1	8.1	0.8	8.9	-8.5	-1.4	-0.3	-7.2	-1.2
Cc1ccc(OCC(=O)Nc2ccc(N3CCN(C(=O)c4ccco4)CC3)cc2)c(C)c1	-9.4	5.1	-4.7	-3.0	10.4	18.9	0.0	-13.1	-0.5
C[C@@H]1CN([C@H](C)CO)C(=O)CCCn2nncc2CO[C@@H]1CN(C)S(=O)(=O)c1cccs1	-5.7	-9.2	12.9	7.1	16.4	-0.3	5.7	-19.6	-1.8
CCc1ccc(NC(=O)CC2C(=O)N(c3ccc(C)cc3)C(=O)N2CCc2ccncc2)cc1 (stereo not drawn)	-1.4	-10.9	8.1	-3.0	0.6	3.2	0.0	-5.8	-3.4
Cc1cccc(CN2[C@H](CO)C=CS2(=O)=O)c1	5.1	.	5.0	-0.1	-10.2	-0.4	.	1.4	4.1
Cc1cc(OCC(=O)N2CCc3ccccc3C2)c2c(-c3ccccc3)cc(=O)oc2c1	-8.5	-34.1	-0.2	-2.2	13.6	5.9	2.2	1.5	-6.0
CC(C(=O)N1CCc2ccccc21)n1cnc2c1c(=O)n(C)c(=O)n2C (stereo not drawn)	-5.7	-1.7	3.4	5.5	10.2	3.8	-0.8	-7.8	2.7
CC(C)(O)C(=O)N/N=C\c1ccc(OC/C=C/c2ccccc2)cc1	-13.5	-4.0	-8.2	-4.2	4.6	16.2	0.3	-12.1	4.8
Cc1cc(NC(=O)c2c(F)c(F)c(F)c(F)c2F)no1	-6.8	-22.5	-7.9	0.0	2.0	0.1	2.3	7.6	0.3
C=CCNC(=O)CSc1nnc(-c2ccccc2Cl)n1-c1c(C)n(C)n(-c2ccccc2)c1=O	2.0	-6.5	4.9	12.1	2.0	0.2	-1.2	4.3	0.1
O=C(CSc1nnc(NC(=O)c2ccco2)s1)NCc1ccc2c(c1)OCO2	4.4	13.3	8.2	1.8	12.2	-0.2	1.3	1.6	1.9
O=C(Nc1ccc(S(=O)(=O)Nc2nccs2)cc1)C1CC(=O)N(c2ccccc2)C1 (stereo not drawn)	-8.1	24.9	8.5	4.5	6.6	0.8	0.6	1.5	-2.7
O=C1c2ccccc2C(=O)c2c1cccc2N1CCOCC1	5.8	22.2	-2.9	4.5	-2.7	3.0	0.5	-10.9	-4.0
Cn1ncc(Br)c1C(=O)Nc1cccc(C(F)(F)F)c1	5.4	-4.3	0.1	-9.5	-3.7	0.2	-5.6	-1.3	-8.7
O=C(Nc1ccc2c(c1)OCO2)c1ccc(Cl)s1	-3.3	11.1	11.9	-0.8	6.4	0.9	-1.0	-0.4	-0.7
Cc1cc(C(F)(F)F)c2c(N)c(C(=O)Nc3cc(C)on3)sc2n1	-1.3	-60.0	10.2	0.9	-4.8	0.4	18.9	-4.2	0.5
CC(C)(C)C(=O)Nc1ccccc1N1CCN(c2ccc(F)cc2)CC1	2.0	-15.2	6.1	-8.4	-1.1	0.4	-0.4	-8.8	-2.2
O=C(N/N=C/c1ccsc1)C1CC1	4.3	6.9	8.3	4.1	-1.1	1.0	1.1	-7.4	-2.1
CCOc1ccccc1NC(=O)CC1NCCNC1=O (stereo not drawn)	7.8	5.6	6.0	4.5	-0.7	-0.1	0.7	-7.5	3.7
CC(C)c1nc(CNC(=O)c2ccc(OC3CCN(Cc4ccccn4)CC3)cc2)cs1	-6.4	5.4	1.0	-6.0	9.0	1.3	1.3	5.6	-9.0
c1ccc(Nc2ncnc3sccc23)cc1	-0.4	2.7	13.7	3.6	7.1	0.6	-1.1	0.9	-2.0
COC(=O)c1cc(OC)c(OC)cc1NC(=O)Nc1ccc(OC)cc1OC	-7.7	-19.9	-6.9	3.6	-0.6	1.6	0.1	-3.0	0.0
CC(=O)Nc1sc2c(c1C#N)CCC2	7.7	12.9	6.2	3.9	6.3	1.1	-2.9	-2.3	-5.2
COc1ccc(Cc2nnc(NC(=O)c3cccc([N+](=O)[O-])c3C)s2)cc1	0.9	-34.4	11.7	2.1	-5.6	7.8	0.4	7.7	7.3
O=C(O)c1ccccc1C(=O)O	1.2	0.7	5.9	10.6	-1.6	2.1	7.3	-6.5	2.0
CC1C=Cc2ccccc2N1C(=O)c1ccccc1 (stereo not drawn)	10.9	9.7	-4.7	8.8	14.6	-2.1	-0.6	3.5	-1.0

Source: PubChem BioAssay (several laboratories)
